Vif imaging = blocks HIV Vif function. HEK293T cells, Vif self-association by quenched fluorescence, imaging, 24 h. inhibition, % at 7.49 µM. 340,000 tested, 0.35% active. AID 602346; in the data active = inhibition above about 50%, passing the limit was not always enough; inconclusive = no clear call, values can overlap the other calls; inactive = below about 31%; also: some results filed as inactive read as strong as hits
ABCB6 inh MLPCN = blocks the human ABCB6 transporter | Q9NP58 | K562-ABCB6 porphyrin accumulation, flow cytometry, 1 h; hits give low values | fluorescence ratio to DMSO, % at 10 µM | 360,000 tested, 0.19% active | AID 602162;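 active = fluorescence ratio to DMSO below 75%, the collection mean minus 3 SD; inconclusive = too few cells collected in the well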;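 also: signal is porphyrin accumulated inside mitochondria; 100% equals median channel fluorescence of DMSO control wells; lower ratio means ABCB6 inhibition with less porphyrin fluorescence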
HTR2A ag = agonists of mouse serotonin 5-HT2A receptor (HTR2A). P35363. CHO-K1 mHTR2A beta-arrestin complementation, luminescence; percent of 30 µM serotonin response. activation, % at 7.6 µM. 360,000 tested, 0.66% active;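 active = activation above a run cutoff, the mean activation of all tested compounds plus 3 SD, cut at about 14% in these data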;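 also: 0% = plate median of compound wells and 100% = 30 µM serotonin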
Glyco luc inh = blocks N-linked glycosylation in D54 reporter cells | AID 588692 | reporter increase, % at 12.5 µM | D54 ERlucT glycosylation luciferase reporter, 24 h; percent of 100 nM tunicamycin response | 360,000 tested, 0.23% active;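 active = mean luciferase reporter signal, scaled so untreated is 0 and the glycosylation-blocking control 100, at or above a set limit in every replicate; inconclusive = mean reaches the limit but not every replicate does; inactive = mean below the limit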;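 also: luciferase carries N-glycosylation sites so blocking glycosylation raises the light; 0% = median of neutral control wells and 100% = median of 100 nM tunicamycin wells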
MC4R antag cAMP = antagonists of human melanocortin 4 receptor (MC4R); MC4R-expressing cells, MTII-stimulated cAMP, LANCE TR-FRET; inhibition, % at 6.5 µM; 360,000 tested, 0.48% active; AID 540295;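 active = inhibition above its plate's cutoff, the mean of tested wells on that plate plus 3 SD, cut at about 29% in these data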;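 also: 0% = Melanotan II alone and 100% = Melanotan II plus saturating MCL0020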
Target sequence (P32245 whole entry, looked up): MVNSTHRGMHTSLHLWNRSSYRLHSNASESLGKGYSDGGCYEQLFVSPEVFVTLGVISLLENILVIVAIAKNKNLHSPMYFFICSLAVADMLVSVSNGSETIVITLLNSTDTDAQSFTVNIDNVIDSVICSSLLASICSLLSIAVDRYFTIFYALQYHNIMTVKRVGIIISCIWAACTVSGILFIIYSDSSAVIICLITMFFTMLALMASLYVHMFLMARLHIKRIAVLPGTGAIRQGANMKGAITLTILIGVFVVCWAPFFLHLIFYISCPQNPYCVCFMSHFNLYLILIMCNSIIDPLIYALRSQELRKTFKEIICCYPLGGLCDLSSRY
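Material – human MC4R-expressing U2OS cells · Repeats – no replicates · Detection – TR-FRET with Eu-cAMP and labeled anti-cAMP, 671 nm · Times – compound 30 min, challenge 1 h, detection 1 h · Compound – single nominal compound dose of 6.5 µM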
PDI inh = PDI (human) enzyme inhibition. P07237. PDI insulin aggregation turbidity, A650, 90 min. inhibition, % at 10 µM. 350,000 tested, 0.052% active. AID 588391;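 active = mean inhibition across replicates of 30% or more, whatever share of single replicates reach that level; inconclusive = mean inhibition below 30% while every single replicate reaches 30%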;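 also: absorbance from insulin aggregation driven by PDI reduction with DTT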
Target sequence (P07237 whole entry, looked up): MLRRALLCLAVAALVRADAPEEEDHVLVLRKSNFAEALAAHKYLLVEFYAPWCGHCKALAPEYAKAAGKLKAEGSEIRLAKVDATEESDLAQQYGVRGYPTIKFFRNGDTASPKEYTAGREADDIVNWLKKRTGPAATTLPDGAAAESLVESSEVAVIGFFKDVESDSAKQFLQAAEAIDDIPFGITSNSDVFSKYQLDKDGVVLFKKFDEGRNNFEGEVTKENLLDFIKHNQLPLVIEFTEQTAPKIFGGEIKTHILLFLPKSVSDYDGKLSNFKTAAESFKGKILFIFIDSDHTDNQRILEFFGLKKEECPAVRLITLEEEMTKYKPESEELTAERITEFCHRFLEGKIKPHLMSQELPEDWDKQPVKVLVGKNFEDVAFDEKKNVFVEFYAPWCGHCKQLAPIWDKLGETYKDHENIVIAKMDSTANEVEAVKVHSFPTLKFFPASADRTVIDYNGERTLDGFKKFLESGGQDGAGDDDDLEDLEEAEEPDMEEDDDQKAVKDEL
MC4R barr agon = human MC4R agonism via beta-arrestin. U2OS MC4R beta-arrestin complementation, luminescence; percent of melanotan II response, DMSO zero. activation, % at 8.9 µM. 360,000 tested, 0.98% active. AID 540308;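 active = activation above a per-plate cutoff, the mean activation of sample wells on that plate plus 3 SD, cut at about 8% in these data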
CaV13 ICDI inh = Primary screen for inhibitors of IQ motif and Ca2+-dependent inactivation inhibitor domain binding in CACNA1D, Förster resonance energy transfer in living cells, …; HEK cells, CFP/YFP FRET ICDI-IQ, plate reader, 10 min; percent FRET-ratio fall versus neutral wells; 340,000 tested, 0.098% active; inhibition, % at 12.3 µM;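 active = mean replicate inhibition of at least 30% and at least 1% of replicates passing that level; inconclusive = only one of the two criteria is met; inactive = neither criterion is met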;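 also: 0% = median of the neutral control wells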
Cardio protect = modulators protecting cardiomyocytes from myocardial damage | protection from H2O2 cell death, % at 20 µM | H9c2 cardiomyocytes, H2O2 injury protection, ATPLite, 2 h | 360,000 tested, 0.63% active | AID 588492;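 active = compounds giving at least 50% protection of heart cells from peroxide-induced death in the single-dose screen, raw or plate-pattern-corrected value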;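 also: 0% = DMSO wells with peroxide and 100% = DMSO wells without peroxide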
aDG glyco up = alpha-DG glycosylation activation; Pro5-aDG cells, alpha-DG glycosylation AlphaScreen (IIH6); 0% Pro5, 100% B10-LARGE cell signal; activation, % at 10 µM; 360,000 tested, 0.22% active; AID 624168;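 active = activation of at least 8% versus controls, or a plate z-score of at least 8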;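 also: Pro5 are CHO cells carrying HIG-tagged alpha-DG that lacks glycosylation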
An asterisk follows results filed as active; ? = inconclusive; · = no result given.

SMILES	Vif imaging	ABCB6 inh MLPCN	HTR2A ag	Glyco luc inh	MC4R antag cAMP	PDI inh	MC4R barr agon	CaV13 ICDI inh	Cardio protect	aDG glyco up
Cc1c(C(=O)O)sc(S(=O)(=O)N2CCN(C(=O)CC(C)c3ccccc3)CC2)c1C(=O)O (stereo unspecified)	7	99	5	0	7	-1	-1.4	-2	2	-0.1
S=C(NCCc1ccccc1)NC1CCC(NC(=S)NCCc2ccccc2)CC1 (stereo unspecified)	13	93	-3	1	-7	-3	-4.1	-6	-1	0.0
O=C(/C=C/c1ccccc1[N+](=O)[O-])OC1CCCCC1=O (stereo unspecified)	14	104	-2	0	1	-3	-3.2	0	-2	0.1
O=S(=O)(c1ccccc1)N1N=C(c2ccc(Cl)cc2)CC1c1ccco1 (stereo unspecified)	-3	109	6	-7	1	-6	-4.4	-6	-9	0.2
O=C(O)CCC(=O)Nc1cccc(-c2nnc(-c3ccccc3)o2)c1	-3	93	3	0	11	-1	-1.1	-3	1	0.1
C=CC[C@@H](CC(=O)N(CCO)Cc1ccccc1)C(=O)NC[C@@H](OC(=O)[C@@H](CC=C)Cc1ccc(F)cc1)c1ccccc1	2	95	3	-4	17	1	-2.4	-3	-7	0.4
O=C(Nc1ccc(Cl)cc1)c1cc(S(=O)(=O)N2CCOCC2)cs1	-40	102	-5	-5	3	-5	0.4	-8	-12	0.6
O=C(Nc1ccc(F)cc1)Nc1ccc2c(c1)OCO2	-6	101	-3	-2	1	5	-1.3	·	-14	-0.1
CCCCCOC(=O)Cc1c(O)c2ccccc2[nH]c1=O	8	94	0	1	6	6	-0.5	-2	4	-0.1
COc1ccc(C2NC(=O)NC(C)=C2C(=O)OCC2CCCCC2)cc1OC (stereo unspecified)	6	95	-1	1	17	-9	-0.2	-4	-4	0.0
Cc1cccc(C(=O)NNC(=O)C2CCCCC2)c1O	-2	98	6	2	-1	-1	-1.5	-6	5	0.1
CC1=Nc2cc(C(=O)NCC3CCCO3)ccc2Sc2ccc(C)cc21 (stereo unspecified)	1	100	-5	18	-13	9	-1.7	-6	-3	-0.3
Cc1ccc2c(c1)NC(=O)C(CC(=O)Nc1ccc(Br)c(C)c1)O2 (stereo unspecified)	13	97	-1	1	-5	-1	-1.3	-19	-11	0.1
CN(C)Cc1cc(C(C)(C)c2ccccc2)ccc1O	5	95	-7	-2	0	-3	0.5	-10	-2	0.6
CCc1ccc(/C(C)=N/NC(=O)CNC(=O)/C=C/c2ccccc2OC)cc1	-2	94	-2	1	7	8	-0.1	-4	0	0.2
O=C(CCn1nc(-c2ccc(Cl)cc2)c2ccccc2c1=O)Nc1cccnc1	-1	94	-6	-1	13	4	-2.6	-5	10	1.6
CC(=O)c1ccc(Cc2ccccc2)cc1	-2	88	-2	-1	0	-4	-0.2	-4	1	-0.1
Cc1ccc(S(=O)(=O)N2CCCC2CNC(=O)C(=O)NCCN2CCOCC2)cc1 (stereo unspecified)	-10	102	-6	2	9	-1	-1.8	-4	2	0.0
O=C(CSc1nnc(CNc2ccc(F)cc2)n1Cc1ccccc1)N1CCOCC1	-3	95	2	1	15	11	-0.7	-5	2	-0.2
CC[C@@]1(C(=O)OC)N[C@H](CN(C)S(=O)(=O)c2ccc(OC)cc2)[C@@H]2C(=O)N(C)C(=O)[C@@H]21	-3	105	-5	-1	-4	4	1.1	-4	2	0.1
O=c1c2ccccc2cnn1Cc1n[nH]c(=S)n1C1CC2CCC1C2 (stereo unspecified)	-8	95	7	0	9	-6	-2.5	2	-7	0.2
Cc1cc(NC(=O)Nc2ccccc2Cl)no1	-5	98	-1	2	4	-3	0.0	-2	-3	0.0
O=C(CCNS(=O)(=O)c1ccccc1C(F)(F)F)Nc1ccncc1	13	100	2	1	5	-8	-1.2	-2	10	0.2
Cc1ccc(OCC(=O)Oc2cccc(C)c2C)cc1	26	101	2	4	-3	10	0.9	-1	-6	0.0
CC(=O)Oc1ccc(Cl)cc1CN(C(C)=O)C1CCCCC1	3	98	4	-2	9	1	0.8	-5	-6	0.0
O=C(c1ccc2c(c1)OCO2)C1CCCN(C(=O)C2CCOCC2)C1 (stereo unspecified)	1	102	4	2	-1	3	0.2	4	-4	-0.1
Cc1ccc2c(C)cc(=S)[nH]c2c1	-4	93	2	0	4	-1	-1.8	-7	8	-0.2
CCOC(=O)c1ccc(NC(=O)CN2CCN(c3ccccc3)CC2)cc1	2	87	0	1	0	2	2.1	-4	8	-0.1
O=C(Nc1cccnc1)c1ccc(COc2ccccc2Br)cc1	-3	93	-2	-8	0	2	1.0	-17	1	0.4
COc1ccc(Cc2nnc(SCC(=O)Nc3cc(Cl)ccc3OC)[nH]c2=O)cc1	-5	98	-1	0	7	10	-2.8	-2	-2	0.2
Cc1ccc(CC2CC(=O)N(c3nc4ccccc4s3)C2=O)cc1 (stereo unspecified)	8	102	-1	1	10	-3	-2.8	-7	-6	0.3
Cc1cc2c(c(=O)n1CCN(C)C)C(c1ccncc1)C(C#N)=C(N)O2 (stereo unspecified)	·	89	3	1	-4	-21	-0.4	-5	-1	0.3
COc1ccc2[nH]c(=O)c(CNc3ccccc3C)cc2c1	2	105	3	-3	-10	10	-0.9	-5	25	-0.1
Cc1ccc(-c2ccc(/C=N/NC(=S)Nc3ccccc3)o2)cc1[N+](=O)[O-]	12	106	-6	-1	1	4	-1.7	-6	1	-0.4
CC(C)(C)CC(=O)NC(=S)NCc1ccccc1	13	97	-6	0	6	-2	0.0	-3	-13	0.4
COC(=O)[C@@H](NC(=O)NC(C)CCc1ccccc1)C(C)C (stereo partly specified)	0	100	-1	-1	1	7	-2.7	-5	14	-0.5
Cc1ccc(S(=O)(=O)N2CCOCC2)cc1NC(=O)COC(=O)CNC(=O)c1ccc(C(C)(C)C)cc1	-1	94	-4	5	14	-7	-2.7	-5	-9	-0.3
O=C(CNC(=O)c1ccccn1)N/N=C/c1ccccc1	4	99	1	0	2	-3	-0.5	0	2	-0.3
COc1ccc(N(CC(=O)Nc2cccc(C)c2)S(=O)(=O)c2ccc(C)cc2)cc1OC	3	98	-10	-3	0	3	-0.6	?	-1	0.0
O=S(=O)(NCc1cc(-c2ccccc2)no1)c1ccccc1	1	96	-9	-1	5	8	-0.7	2	-10	-0.1

Random excerpt: 3 compounds from above, in no set order.
SMILES	Vif imaging	ABCB6 inh MLPCN	HTR2A ag	Glyco luc inh	MC4R antag cAMP	PDI inh	MC4R barr agon	CaV13 ICDI inh	Cardio protect	aDG glyco up
O=S(=O)(NCc1cc(-c2ccccc2)no1)c1ccccc1	1	96	-9	-1	5	8	-0.7	2	-10	-0.1
O=C(CNC(=O)c1ccccn1)N/N=C/c1ccccc1	4	99	1	0	2	-3	-0.5	0	2	-0.3
COC(=O)[C@@H](NC(=O)NC(C)CCc1ccccc1)C(C)C (stereo partly specified)	0	100	-1	-1	1	7	-2.7	-5	14	-0.5

Continued:
SMILES	Vif imaging	ABCB6 inh MLPCN	HTR2A ag	Glyco luc inh	MC4R antag cAMP	PDI inh	MC4R barr agon	CaV13 ICDI inh	Cardio protect	aDG glyco up
COc1cccc2c1C(=N)c1c(O)c3c(c(O)c1C2=O)CC(O)(C(C)=O)CC3OC1CC(N)C(O)C(C)O1 (stereo unspecified)	-8	108	-8	-3	-16	2	-3.6	·	-3	-0.9
O=C(Nc1ccccc1)OCCN1CCOCC1	-5	98	0	1	-2	-11	-0.5	-14	0	-0.1
Cc1cc(NC(=O)CCNS(=O)(=O)c2cc(Br)cnc2N)ccc1Br	-6	101	-5	1	21	4	1.2	-5	-7	0.5
O=C(Cc1ccc(N2CCNC2=O)cc1)N1CCCC(Nc2ccc(F)c(F)c2)C1 (stereo unspecified)	-9	100	6	16	-29	-2	-2.1	-9	-2	7.6
Clc1ccc(-c2cc(COc3ccccc3)no2)cc1Cl	-2	109	14	1	14	10	3.5	·	-12	0.1
COc1ccc(/C=C/C(=O)NCC2COc3ccccc3O2)c(OC)c1 (stereo unspecified)	4	93	0	2	-2	-2	-2.4	1	4	-0.3
Cc1c(C)n(Cc2ccccc2)c2ncnc(NCCCO)c12	-12	93	-6	3	3	3	-1.7	-5	2	-0.1
CCCCNC(=O)NNC(=O)COc1cccc(C)c1C	4	101	-2	2	5	-1	-2.7	-5	-2	-0.2
CCN(CC)c1ccc(/C=N/NC(=O)c2cccc(N3CCCC3=O)c2)cc1	2	90	-3	-1	19	-3	1.2	-7	-3	0.6
CN(C(=O)COC(=O)CNC(=O)c1ccccc1F)C1CCCCC1	-1	95	3	1	-1	2	0.2	-6	2	0.0
CCOC(=O)c1nn(-c2ccc(C)cc2)c(=O)cc1OCC(=O)Nc1cccc(OC)c1	1	95	-5	-1	9	-60	-2.4	-3	-5	0.0
C/C(=N\N=C1\NC(=O)C(CC(=O)O)S1)c1ccccn1 (stereo unspecified)	-1	94	3	1	-4	3	-0.1	-4	-3	0.2
O=C(COC(=O)c1ccccc1)NC1CCCCCC1	4	97	-1	1	8	-7	-1.6	-6	-6	0.0
COc1ccc(C(=O)ON=C2CCN(C)CC2)cc1	-4	95	8	1	0	-3	-1.4	3	0	0.0
Cc1sc2ncnc(NS(=O)(=O)c3ccc(Cl)cc3)c2c1C	16	104	5	4	13	4	1.3	-3	-2	-0.2
COc1cccc(NC=C2C(=O)OC(C)(C)OC2=O)c1	0	98	-4	2	-8	7	-3.0	-6	11	0.0
Cc1csc(SCc2nnc(-c3ccc(Cl)cc3)o2)n1	17	95	-4	-3	2	-16	-1.2	-5	3	0.1
N#Cc1cc(-c2ccccc2)oc1NC(=O)c1ccco1	3	97	-4	2	8	1	-1.0	-8	0	-0.1
COC(=O)c1cc2oc3ccccc3c2n1CC(=O)N1CCCc2ccccc21	-5	101	-6	-1	11	13	-0.5	-4	-2	0.2
CCOC(=O)c1ccc(Nc2cc3ccccc3c(=O)[nH]2)cc1	9	99	0	1	-1	-4	3.7	-11	3	0.0
CCN1C(=O)c2cccc3c(S(=O)(=O)N(C)C)ccc1c23	12	95	-6	8	3	-2	-1.6	42*	7	-0.2
Cc1ccccc1CN1CCN(c2nc3ccccc3s2)CC1	·	92	-5	-5	1	-3	1.4	-5	-14	0.1
CC(C)C(=O)NC(=S)Nc1ccccc1N1CCN(C(=O)c2ccccc2)CC1	1	92	5	1	21	4	3.5	-5	35	-0.7
COC(=O)CCNC(=O)c1nn(Cc2ccccc2)c(=O)c2ccccc12	15	99	-2	1	19	-10	-0.7	-3	6	0.0
Cc1ccc(C(=O)c2cc3c(cc2[N+](=O)[O-])OCCO3)cc1	1	94	-6	-4	2	1	-1.8	4	-8	0.1
COC(=O)c1ccccc1NC(=O)c1cc(C)no1	12	94	-1	3	-2	8	-1.8	-18	1	0.1
CCOc1cc(CNCCc2ccc(S(N)(=O)=O)cc2)cc(Cl)c1OCc1ccccc1	-11	98	-3	-3	12	-3	5.2	-8	-18	2.6
